Compound activity from PubChem BioAssay.
D2 antag: HTS Assay for Allosteric Antagonists of the Human D2 Dopamine Receptor: Primary Screen for Antagonists. HEK293 TREx D2 cells, calcium flux, dopamine EC80. 340,000 compounds, 2% hits. AID 485344, 2010. inhibition, % at 10 µM; in the data active = inhibition above about 30%; note: 0% is about no effect
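HEK293 T-REx D2 cells, tet-induced, calcium dye no-wash. Cpd pintool add, 180 s kinetic, then EC80 DA, 180 s kinetic. Ca flux read.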
USP1 inh: Inhibitors of USP1/UAF1: Primary Screen; AID 743255, 2014; recombinant USP1/UAF1, Ub-Rhodamine cleavage fluorescence; Ubiquitin carboxyl-terminal hydrolase 1 (Homo sapiens), O94782; 390,000 compounds, 0.23% hits; Potency, µM (series often up to 57.1 µM), for inactives: at the highest dose activity change, negative = inhibition, actives largely listed as inhibitors; note: potency is the fitted concentration of half-maximal effect; % is set by controls: 0 for no effect and ±100 for the full control effect; nearly all actives have a fitted effect of over 60% in size; inactives centre near -12
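USP1/UAF1 complex at 1 nM was preincubated with compound for 15 min at room temperature, then Ub-Rho substrate (150nM final) was added. Fluorescence (480/540 nm) was read kinetically, 6 reads every 60 seconds.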
mIDH1 inhibitor: qHTS for Inhibitors of mutant isocitrate dehydrogenase 1 (IDH1): qHTS; Isocitrate dehydrogenase [NADP] cytoplasmic (Homo sapiens), O75874; IDH1-R132H enzyme, NADPH consumption, diaphorase/resazurin fluorescence; Potency, µM (top dose mostly 76.6 µM), for inactives: at the top dose activity change, negative = inhibition, actives largely listed as inhibitors; 390,000 compounds, 0.093% hits; note: potency is the fitted concentration of half-maximal effect; % is set by controls: 0 for no effect and ±100 for the full control effect; nearly all actives have a fitted effect of over 65% in size
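IDH1-R132H (0.5 ug/mL dispensed) in pH 7.5 Tris buffer was preincubated 30 min with compound, then given a substrate mix of 0.016 mM NADPH and 2 mM alpha-KG for 80 min at room temperature; remaining NADPH was read by diaphorase/resazurin fluorescence.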
D2 ag: HTS Assay for Allosteric Agonists of the Human D2 Dopamine Receptor: Primary Screen for Agonists | AID 485358, 2010 | activation, % at 2 µM | 340,000 compounds, 0.53% hits | D(2) dopamine receptor (Homo sapiens), P14416 | HEK293 T-REx D2 cells, calcium flux agonist mode;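 active = activation over 3 SD above normal in the single-dose calcium agonist read, cut at about 30% in these data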; note: 0% is about no effect
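Agonism scored from kinetic calcium signal (1 read/sec, 180 s) following compound pin transfer, after a 10 s baseline. Cells: HEK293 Trex line expressing inducible D2 receptor coupled to calcium, dye-loaded after overnight culture at 30 C.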
TRHR ag: qHTS for Small Molecule Agonists and Allosteric Enhancers of Human TRH Receptor: Primary Screen for Agonists; TRHR cells, calcium flux fluo-8, FDSS agonist mode; activation, % at 2 µM; 360,000 compounds, 0.18% hits; in the data active = activation above about 30%; note: 0% is about no effect
Target sequence (P34981 whole entry, looked up): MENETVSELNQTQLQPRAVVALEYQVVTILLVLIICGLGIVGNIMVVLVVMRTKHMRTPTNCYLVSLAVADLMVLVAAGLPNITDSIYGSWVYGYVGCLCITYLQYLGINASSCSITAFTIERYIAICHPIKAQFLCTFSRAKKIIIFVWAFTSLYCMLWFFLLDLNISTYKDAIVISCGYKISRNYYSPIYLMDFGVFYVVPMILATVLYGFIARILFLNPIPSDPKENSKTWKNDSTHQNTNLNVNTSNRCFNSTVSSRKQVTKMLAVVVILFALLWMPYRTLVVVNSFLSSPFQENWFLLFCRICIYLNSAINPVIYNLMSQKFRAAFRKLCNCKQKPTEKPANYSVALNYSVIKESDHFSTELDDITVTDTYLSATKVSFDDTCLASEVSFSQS
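Read-out: compound-evoked intracellular calcium rise in TRHR cells, fluo-8 dye, kinetic FDSS fluorescence at 1 s/cycle following a 10-cycle baseline. Cells cultured overnight before dye loading (30 min–1.5 h, RT).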
TrxR1 substrate: qHTS Assay for Substrates of Mammalian Selenoprotein Thioredoxin Reductase 1 (TrxR1): qHTS. Thioredoxin reductase 1, cytoplasmic (Rattus norvegicus), O89049. purified TrxR1 substrate turnover, NADPH consumption readout. Potency, µM (top dose mostly 114 µM), without a hit: at the top dose activity change, negative = substrate turnover. 390,000 compounds, 0.01% hits. AID 588456, 2011; note: potency is the fitted concentration of half-maximal effect; % is set by controls: 0 for no effect and ±100 for the full control effect; nearly all actives have a fitted effect of over 50% in size
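Rat TrxR1, dispensed at 90 nM, was prereduced with 400 uM NADPH (final) for 5 min at ~22 deg C, then incubated with compound 15 min before 400 uM selenite. A first-read NADPH fluorescence drop versus no-compound background flagged substrates.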
rTrxR1 inhibitor: qHTS Assay for Inhibitors of Mammalian Selenoprotein Thioredoxin Reductase 1 (TrxR1): qHTS; Potency, µM (top dose mostly 114 µM), inactives show top-dose activity change, negative = inhibition, hits mostly inhibitors; AID 588453, 2011; recombinant rTrxR1, NADPH fluorescence consumption, selenite substrate; 390,000 compounds, 1% hits; note: potency is the fitted concentration of half-maximal effect; % is set by controls: 0 for no effect and ±100 for the full control effect; nearly all actives have a fitted effect of over 65% in size
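Rat TrxR1 (90 nM in the dispensed reagent) was pre-reduced with 400 uM NADPH for 5 min at room temperature, then incubated with compound for 15 min. After 400 uM selenite was added, NADPH fluorescence (Ex 340/Em 450 nm) was followed for 8 min.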
TRHR PAM: qHTS for Small Molecule Agonists and Allosteric Enhancers of Human TRH Receptor: Primary Screen for Enhancers; Thyrotropin-releasing hormone receptor (Homo sapiens), P34981; TRHR cells, fluo-8 calcium fluorescence, EC20 TRH enhancement; enhancement, % at 2 µM; 360,000 compounds, 0.66% hits; AID 493056, 2011; in the data active = enhancement above about 30%; note: 0% is about no effect
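Enhancer read-out: after compound pinning and an initial kinetic agonist-mode read, an EC20 of TRH (10 nM final) was injected and fluo-8 calcium signal (Ex 480/Em 530) followed at 1 s/cycle for 100 cycles in TRHR-expressing cells.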
PI4K2A block: qHTS for small molecular inhibitors of PI4K2A; activity change, negative = inhibition, % at 76.9 µM; Phosphatidylinositol 4-kinase type 2-alpha (Homo sapiens), Q9BTU6; AID 1346378, 2018; purified PI4K2A, ADP-Glo luminescence, 1 h; active compounds read low; 420,000 compounds, 0.13% hits; in the data active = activity change below about -50%; inconclusive = mostly about -30% to -49%;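 note: -100% = wells without enzyme as full effect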
Target sequence (Q9BTU6 whole entry, looked up): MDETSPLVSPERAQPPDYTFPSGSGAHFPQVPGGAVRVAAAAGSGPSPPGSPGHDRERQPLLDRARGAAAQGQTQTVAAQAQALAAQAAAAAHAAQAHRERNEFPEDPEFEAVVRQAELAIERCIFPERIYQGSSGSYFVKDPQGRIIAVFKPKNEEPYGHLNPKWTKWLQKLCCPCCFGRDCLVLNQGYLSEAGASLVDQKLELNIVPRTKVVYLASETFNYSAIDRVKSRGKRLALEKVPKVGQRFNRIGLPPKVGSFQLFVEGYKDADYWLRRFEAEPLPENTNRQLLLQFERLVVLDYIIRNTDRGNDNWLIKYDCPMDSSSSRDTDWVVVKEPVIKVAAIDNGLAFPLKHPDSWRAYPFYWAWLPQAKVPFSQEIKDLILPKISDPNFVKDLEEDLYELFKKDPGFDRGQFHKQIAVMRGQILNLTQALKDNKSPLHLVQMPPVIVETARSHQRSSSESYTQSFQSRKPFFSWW
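ADP-Glo luminescence measured ADP generated by PI4K2A enzyme (4 ug/mL before mixing) with 1.2 mM PI substrate (pre-mix) and 300 microM ATP (pre-mix). Tris pH7.5 buffer with MgCl2, Triton X-100; 1 h reaction at ambient temperature.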
* = called active by the depositor; ? = inconclusive; . = not tested or not shown; [ ] = remark or other dose. Unless noted, calls come from the whole dose curve; as a rule, active = well fitted inhibition curve with a large enough effect; inconclusive = small, poorly fitted or top-dose-only effect; inactive = no such curve, though single readings can be large or run the other way.

SMILES | D2 antag | USP1 inh | mIDH1 inhibitor | D2 ag | TRHR ag | TrxR1 substrate | rTrxR1 inhibitor | TRHR PAM | PI4K2A block
CCn1c(CC(=O)Nc2ccccc2F)nnc1SCC(=O)N1CCN(c2ccccc2)CC1 | 10.1 | -7.7% | -2.0% | -0.5 | -0.5 | -5.7% | -11.0% | 1.3 | -1.0
COc1ccc(-c2cc(C(=O)N(C)Cc3ccc(F)cc3)c3ccccc3n2)cc1OC | . | -11.7% | -4.6% | . | . | 44.2%[activator] | 44.4%[activator] | . | 1.9
CCOC(=O)CN1CC23C=CC(O2)C(C(=O)NC2CCCCCC2)C3C1=O (stereo unspecified) | 5.7 | -8.3% | 0.0% | 0.4 | 0.9 | 5.3%[57.1 µM] | 7.4%[57.1 µM] | 1.9 | -1.4
CCOC(=O)c1cc(-c2ccc(F)cc2)n(CC(=O)N2CCCC2)c1C | -16.9 | -19.1% | 3.1% | 0.7 | 0.8 | -7.2% | 1.8%[57.1 µM] | -0.3 | -4.7
C=CCNC(=O)/C(C#N)=C\c1cc(Cl)c(O)c(OCC)c1 | -8.4 | -22.2% | 6.2% | 1.0 | 3.3 | -15.8% | ? | 2.6 | -2.3
CC(=O)N1CC(C)Oc2ccc(S(=O)(=O)NC(CC(=O)O)c3ccc(C)cc3C)cc21 (stereo unspecified) | 16.5 | -12.5% | 11.1% | -0.3 | 0.4 | 3.1% | 7.5% | 7.6 | -6.1
Cc1ccc(NC(=S)N2CCCC(CO)C2)c(C)c1 (stereo unspecified) | 0.4 | -4.3% | -1.2% | 0.2 | 0.0 | -5.5% | -10.1% | -7.9 | 0.6
O=c1c2ccccc2[nH]c(=S)n1CCN1CCN(Cc2ccccc2)CC1 | 51.7* | 0.7% | 1.5% | 0.4 | 0.0 | -19.2% | -10.8% | 0.6 | 2.9
O=C(NCc1ccccc1Cl)c1cccc(C(F)(F)F)c1 | -7.6 | ? | 4.3% | -0.2 | 1.9 | 11.0%[57.1 µM] | 15.6%[57.1 µM] | -8.9 | 0.1
CCOCCCN(Cc1ccco1)S(=O)(=O)c1csc(C(N)=O)c1 | 13.2 | -10.5% | 13.5% | 0.0 | 0.2 | -3.2% | -19.2% | -1.9 | 2.9
CCc1cccc(NC(=O)C2CCCN2C(=O)Nc2ccc(C)cc2)c1 (stereo unspecified) | 12.0 | -16.7% | 2.3% | -0.8 | -0.5 | 0.7%[57.1 µM] | -3.6%[57.1 µM] | 12.8 | 0.0
O=[N+]([O-])c1ccc(Sc2nccn2Cc2ccccc2)cc1 | 2.9 | -3.5% | 1.1% | -1.2 | -0.5 | -2.1%[57.1 µM] | 4.5% | -10.4 | -0.2
CCS(=O)(=O)n1nc(-c2ccccc2)nc1SCc1ccccc1 | -9.6 | -9.6% | 1.6% | -2.5 | 0.0 | -2.5% | -6.2% | 4.4 | -2.7
Nc1nc(N)nc(C2C=CCCC2)n1 (stereo unspecified) | . | 11.7% | 0.0% | . | . | -9.5%[2.29 µM] | -15.5%[2.29 µM] | . | 2.0
O=C(c1ccc(F)cc1)N1CCC(N2CCCCCC2)CC1 | 5.8 | -9.7% | 7.5% | 0.5 | 0.7 | 0.3% | 1.2% | -1.9 | 6.9
O=C(COc1ccccc1F)Nc1ccc2c(c1)OCCO2 | -14.6 | -13.6% | 1.9% | 0.0 | -1.8 | 1.5%[57.1 µM] | 3.6%[57.1 µM] | -6.2 | -5.5
OC(COc1ccc(OCC(O)CN2CCN(Cc3ccccc3)CC2)cc1)CN1CCN(Cc2ccccc2)CC1 (stereo unspecified) | . | 3.4% | -0.5% | . | . | -4.7% | -4.4% | . | 2.5
CCOC(=O)N1CCN(C(=O)CCN2C(=O)/C(=C\c3cccc(OC)c3)SC2=S)CC1 | -19.6 | ? | -2.5% | -0.1 | 0.7 | -5.9% | 2.1% | -1.4 | 0.6
CC(=O)COc1ccc2c(-c3ccccc3)cc(=O)oc2c1 | -6.2 | -10.0% | 3.4% | -0.4 | -0.3 | 2.0% | 1.0% | -5.5 | -6.0
CCOc1ccc(NC(=S)NC(=O)/C=C/c2ccc(OC)cc2)c([N+](=O)[O-])c1 | -19.0 | -14.6% | 0.4% | 0.5 | -0.9 | 0.5% | -2.0% | 2.3 | -1.1

Some of these compounds in order of molar mass, low to high.
SMILES | D2 antag | USP1 inh | mIDH1 inhibitor | D2 ag | TRHR ag | TrxR1 substrate | rTrxR1 inhibitor | TRHR PAM | PI4K2A block
Cc1ccc(NC(=S)N2CCCC(CO)C2)c(C)c1 (stereo unspecified) | 0.4 | -4.3% | -1.2% | 0.2 | 0.0 | -5.5% | -10.1% | -7.9 | 0.6
CC(=O)COc1ccc2c(-c3ccccc3)cc(=O)oc2c1 | -6.2 | -10.0% | 3.4% | -0.4 | -0.3 | 2.0% | 1.0% | -5.5 | -6.0
O=[N+]([O-])c1ccc(Sc2nccn2Cc2ccccc2)cc1 | 2.9 | -3.5% | 1.1% | -1.2 | -0.5 | -2.1%[57.1 µM] | 4.5% | -10.4 | -0.2
CCOCCCN(Cc1ccco1)S(=O)(=O)c1csc(C(N)=O)c1 | 13.2 | -10.5% | 13.5% | 0.0 | 0.2 | -3.2% | -19.2% | -1.9 | 2.9
OC(COc1ccc(OCC(O)CN2CCN(Cc3ccccc3)CC2)cc1)CN1CCN(Cc2ccccc2)CC1 (stereo unspecified) | . | 3.4% | -0.5% | . | . | -4.7% | -4.4% | . | 2.5

Continuation.
SMILES | D2 antag | USP1 inh | mIDH1 inhibitor | D2 ag | TRHR ag | TrxR1 substrate | rTrxR1 inhibitor | TRHR PAM | PI4K2A block
COc1ccc([C@@H]2CC=C(C(=O)O)[C@H](c3ccccc3F)N2S(=O)(=O)c2ccccc2C)cc1 | -2.6 | -31.0% | -16.3% | -0.5 | -0.1 | 2.0%[57.1 µM] | 7.4%[57.1 µM] | 3.3 | -0.3
CCCCCCc1c(O)nc(SCC(=O)O)[nH]c1=O | -9.0 | -16.0% | 7.3% | 1.2 | -0.7 | 5.1% | 8.0% | 10.9 | -2.3
Nc1ncc(S(=O)(=O)NCc2ccc(F)cc2)cn1 | . | 2.4% | 7.6% | 0.9 | 0.2 | -3.7%[57.1 µM] | -1.7%[57.1 µM] | -1.2 | -2.5
CCC(=O)N1CCCc2cc(S(=O)(=O)N3CCN(c4ccccn4)CC3)ccc21 | -15.6 | 8.3% | -3.9% | 0.0 | -0.4 | 2.8% | 0.0% | 17.5 | -3.9
COc1ccc(C2=NN(C(=O)CCCC(=O)O)C(c3cn(-c4ccccc4)nc3-c3ccccc3)C2)cc1 (stereo unspecified) | 3.9 | -19.3% | 10.2% | -0.5 | -0.1 | 30.7% | 30.2% | 2.8 | -15.6
CSc1ccccc1C(=O)C1CCCN(Cc2c(C)n(C)n(-c3ccccc3)c2=O)C1 (stereo unspecified) | -1.3 | -11.9% | -4.5% | 0.7 | 0.6 | 3.9%[57.1 µM] | 12.7%[57.1 µM] | 1.3 | -6.9
CCc1n(CC(O)COC2CCCCC2)c2ccccc2[n+]1C (stereo unspecified) | . | -7.7% | -3.5% | . | 1.0 | -7.6% | -3.7% | 1.6 | 5.3
CCN1CCN(C(=O)c2ccc3c(c2)S(=O)(=O)c2ccccc2C3=O)CC1 | 11.2 | -18.2% | 9.5% | -0.5 | 0.2 | 2.0% | 5.9% | 0.4 | 4.2
O=C(NCc1cccnc1)c1ccc(Cl)c(S(=O)(=O)N2CCOCC2)c1 | 3.1 | -11.0% | 2.0% | 0.8 | 0.6 | -5.9% | -5.9% | 4.4 | -3.0
CCC(=O)N(Cc1cc(=O)[nH]c2ccccc12)c1cccc(C)c1 | 2.6 | -17.3% | -4.7% | 0.1 | 0.0 | 5.9% | 10.7% | 0.0 | 0.9
COc1ccc(CCNC(=O)c2cccc(NC3=NC4CS(=O)(=O)CC4S3)c2)c(OC)c1 (stereo unspecified) | -0.1 | -16.3% | 12.6% | 0.6 | -0.4 | -2.3%[57.1 µM] | 17.3%[57.1 µM] | -3.5 | 4.9
CC(=O)Nc1nc(C)c(S(N)(=O)=O)s1 | -1.6 | -13.1% | -3.5% | 0.3 | -0.6 | -5.0% | 7.3% | 27.3 | -4.0
CC(=O)c1cccc(NC(=O)c2ccc(-n3c(C)nnc3C)cc2)c1 | . | ? | 16.0% | -0.5 | 0.4 | -3.6%[57.1 µM] | 11.4%[57.1 µM] | 1.0 | 5.9
CCC(=O)NCCc1nc2cc(NC(=O)c3ccccc3Cl)ccc2n1C | -1.4 | -8.3% | 4.8% | 1.3 | -0.2 | -3.2% | 9.8% | 11.7 | 4.8
CC1Oc2ccccc2N(CC(=O)NCc2ccc3c(c2)OCO3)C1=O (stereo unspecified) | -3.4 | ? | 2.4% | 0.9 | 0.5 | 5.6%[57.1 µM] | 20.6%[57.1 µM] | -7.6 | -2.4
CCN(CC)C(=O)CSc1nnc(COc2ccccc2)n1CC | 24.5 | -2.3% | 2.5% | -0.2 | 0.0 | -7.6% | -6.3% | -6.1 | 7.4
